Screening results from PubChem.
NSD2 HMT inh – NSD2 (human) methyltransferase inhibition; O96028; NSD2 peptide methylation, AlphaScreen, 120 min; inhibition, % at 12.5 µM; actives 0.54% (n = 310,000); AID 743445; in the data active means inhibition above about 50%
Target sequence (O96028 whole entry, looked up): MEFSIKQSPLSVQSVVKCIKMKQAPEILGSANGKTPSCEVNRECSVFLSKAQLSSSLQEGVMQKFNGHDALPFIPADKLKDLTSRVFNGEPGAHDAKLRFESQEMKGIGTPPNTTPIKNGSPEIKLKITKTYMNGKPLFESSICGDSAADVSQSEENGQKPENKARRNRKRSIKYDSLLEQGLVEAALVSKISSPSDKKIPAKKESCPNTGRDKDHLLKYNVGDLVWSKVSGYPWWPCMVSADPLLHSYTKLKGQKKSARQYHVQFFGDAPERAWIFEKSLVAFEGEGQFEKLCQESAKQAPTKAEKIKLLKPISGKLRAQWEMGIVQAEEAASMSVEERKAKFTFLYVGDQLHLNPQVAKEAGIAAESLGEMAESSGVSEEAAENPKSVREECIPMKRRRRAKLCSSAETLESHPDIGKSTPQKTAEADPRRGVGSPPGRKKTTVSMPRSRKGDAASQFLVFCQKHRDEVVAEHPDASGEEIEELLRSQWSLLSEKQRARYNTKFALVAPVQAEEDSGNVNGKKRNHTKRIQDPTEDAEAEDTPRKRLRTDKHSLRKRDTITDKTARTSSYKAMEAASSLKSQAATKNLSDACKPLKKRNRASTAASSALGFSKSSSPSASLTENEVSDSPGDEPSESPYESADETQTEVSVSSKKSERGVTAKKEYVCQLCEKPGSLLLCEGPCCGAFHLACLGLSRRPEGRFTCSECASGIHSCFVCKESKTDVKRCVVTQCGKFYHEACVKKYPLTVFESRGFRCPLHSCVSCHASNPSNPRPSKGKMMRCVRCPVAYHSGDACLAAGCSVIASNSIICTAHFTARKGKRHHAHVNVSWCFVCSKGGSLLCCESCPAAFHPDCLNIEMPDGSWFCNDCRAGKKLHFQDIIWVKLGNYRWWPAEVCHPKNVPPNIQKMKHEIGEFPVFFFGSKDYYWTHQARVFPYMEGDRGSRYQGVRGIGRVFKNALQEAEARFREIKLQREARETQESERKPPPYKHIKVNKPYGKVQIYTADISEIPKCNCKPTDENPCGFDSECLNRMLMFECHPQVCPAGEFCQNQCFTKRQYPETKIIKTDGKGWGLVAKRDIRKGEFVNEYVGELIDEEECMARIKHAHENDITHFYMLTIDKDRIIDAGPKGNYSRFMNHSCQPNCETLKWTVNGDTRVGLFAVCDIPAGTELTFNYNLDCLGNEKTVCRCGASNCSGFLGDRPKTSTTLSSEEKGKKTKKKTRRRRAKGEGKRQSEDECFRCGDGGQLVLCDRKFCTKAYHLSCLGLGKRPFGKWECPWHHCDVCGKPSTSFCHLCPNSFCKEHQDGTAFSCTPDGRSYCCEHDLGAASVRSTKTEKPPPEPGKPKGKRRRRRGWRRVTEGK
* = called active by the depositor. The list is partial (hit frequency here may not be typical).

SMILES	NSD2 HMT inh
COCCNc1ncnc2c1ncn2[C@H]1CN(CCOC)C[C@@H](CO)O1	-0.3
COCc1[nH]nc2c1C(c1ccc(Br)cc1)N(Cc1ccccc1)C2=O (stereo not drawn)	1.6
O=C(C(=O)N1CCN(S(=O)(=O)c2cccc3ccccc23)CC1)c1cccc(C(F)(F)F)c1	-1.7
CC1(C(=O)NS(=O)(=O)c2cccc(Cl)c2)CCN1C(=O)Cc1ccc(-c2ccccc2)cc1 (stereo not drawn)	-1.9
CC(=O)Nc1ccc(-c2ccnc3c2CC(C)(C(=O)NCCC(F)(F)F)O3)cc1 (stereo not drawn)	0.8
COC(=O)c1cc(=O)nc(NN=Cc2ccc(C)cc2)s1	-0.8
CCCNC(=O)C1(C)CCCN(C(=O)CN2C(=O)c3ccccc3C2=O)C1 (stereo not drawn)	-0.9
CC(=O)Nc1ccc(NC(=O)Cc2ccc(F)cc2)cc1	-2.7
COC(=O)[C@]12C[C@H](CC(=O)NCc3ccccc3)C(=O)N(Cc3ccc4c(c3)OCO4)C1=C[C@H](COCc1ccccc1)O[C@@H]2C	0.8
CCOc1ccc(-c2cc(C(=O)NN3CCN(C)CC3)c3cc(Cl)ccc3n2)cc1	-1.5
Cc1ccc(OCCCOc2ccc(Cl)cc2Cl)c([N+](=O)[O-])n1	-3.2
CCc1nc2c(OCc3cccc(Cl)c3)cccn2c1N(C)C(=O)C(C)C	-1.4
CC1=CC(C)(C)N2C(=O)C3(C(C#N)=C(N)OC4=C3C(=O)CC(C)(C)C4)c3cccc1c32 (stereo not drawn)	-8.4
COc1cccc(C(C)(O)c2nc(-c3ccc(OC)nc3)cs2)c1 (stereo not drawn)	0.8
COC(=O)C1=C(C)N(Cc2ccc(Br)cc2)C(=S)NC1c1cccc(F)c1 (stereo not drawn)	-1.5
S=C(Nc1ccccc1)N1CCN(C(=S)Nc2ccccc2)CC1	-3.4
CC1(Cc2cccc(C(F)(F)F)c2)C(=O)Nc2c(Cl)ccc(Cl)c21 (stereo not drawn)	0.8
CCCNC(=O)C1(C)CCCN(C(=O)c2oc3ccccc3c2C)C1 (stereo not drawn)	-1.8
COc1cc(C(O)c2nc(-c3cccc(C(C)C)c3)cs2)ccc1F (stereo not drawn)	-3.8
Cc1ccc(-c2nnc3n2N=C(c2ccc4ccccc4c2)CS3)cc1	-3.4
CCCCC1CCC(C(=O)N(CC(C)C)c2c(N)n(Cc3ccccc3)c(=O)[nH]c2=O)CC1 (stereo not drawn)	0.9
CC(C)Nc1nc(Nc2ccccc2Cl)c2sccc2n1	1.1
COc1ccc(-c2cnc3c(NC=O)cc(-c4cccc(NS(C)(=O)=O)c4)cn23)cc1OC	-1.1
CC(C)CNC(=O)C1(C)CCCN1C(=O)c1cccnc1Oc1ccccc1 (stereo not drawn)	0.2
O=C(C1CCCO1)N1CCN(C2=Nc3ccccc3Sc3ccccc32)CC1 (stereo not drawn)	0.7

Going on with the list:
SMILES	NSD2 HMT inh
COc1ccc(CCN(Cc2cccs2)S(=O)(=O)c2ccc(F)cc2)cc1OC	-0.6
O=C(Nc1ccc(F)c(Cl)c1)c1cc(C2CCCCN2C(=O)c2ccccc2)on1 (stereo not drawn)	-2.2
CC(O)(c1cccc(F)c1)c1nc(-c2ccc(Cl)cc2)cs1 (stereo not drawn)	-14.2
CCNC(=O)C1(C)CCN(C(=O)c2cccs2)C1 (stereo not drawn)	6.3
CCOC(=O)c1ccc(Cl)c(NC(=O)c2cccnc2)c1	2.8
CC(C)c1ccc(/C=C/C(=O)Nc2nn[nH]n2)cc1	-5.1
Cc1cccc(Cc2cccc(C)c2O)c1O	0.4
O=C(Nc1nc2c(Br)cccc2s1)c1ccc2c(c1)OCCO2	-3.1
COc1cccc(CNc2nc3cc(-c4ccc(C(=O)N5CCN(C)CC5)cc4)sc3c(=O)n2C)c1	-3.2
CC(C)(C)c1cc2nc(NCc3cccc(Cl)c3)ccn2n1	-3.7
CC(NCc1ccco1)C(=O)N1CCOCC1 (stereo not drawn)	-9.5
O=C(/C=C/c1cccnc1)c1ccc(F)cc1	13.2
COc1cccc(CNc2nc3cc(-c4cccc(C(=O)NCCO)c4)sc3c(=O)n2C)c1	-2.7
C=C(C)CSc1nc2sc(C)c(C)c2c(=O)n1C	-3.5
CC1(C(=O)NCc2cccc3ccccc23)CCN1CCc1ccccc1 (stereo not drawn)	0.0
CC(C)Nc1nc(Nc2ccc(F)cc2)c2sccc2n1	-1.8
CSc1ccccc1NC(=O)C1(C)CCN1C(=O)Cc1ccccc1Cl (stereo not drawn)	-1.4
CCn1c(SCc2c(F)cccc2F)nc2sc3c(c2c1=O)CCCC3	0.3
COC(=O)c1ccccc1NC(=O)Cn1nc2n(C)c3ccccc3n2c(=O)c1=O	5.6
COc1ccc(NC(=O)c2cc(C3CCCCN3C(=O)C3CC3)on2)c(C)c1 (stereo not drawn)	1.5
CC1(C(=O)NS(=O)(=O)c2ccc(C#N)cc2)CCN1C(=O)C1(c2ccc(Cl)cc2)CCC1 (stereo not drawn)	0.2
CCOc1ccc(-n2c(SCc3cccc4ccccc34)nnc2-c2ccc(C)cc2)cc1	0.0
COc1ccccc1CNc1nc(NCC2CC2)nc2ccsc12	-1.6
COc1ccc(Nc2nc3cc(-c4ccccc4C)sc3c(=O)n2C)cc1OC	-1.6
O=C(Nc1ccccc1Cl)c1cc(C2CCCCN2C(=O)c2ccccc2)on1 (stereo not drawn)	-2.2

A section of the results above:
SMILES	NSD2 HMT inh
COc1ccc(CCN(Cc2cccs2)S(=O)(=O)c2ccc(F)cc2)cc1OC	-0.6
O=C(Nc1ccc(F)c(Cl)c1)c1cc(C2CCCCN2C(=O)c2ccccc2)on1 (stereo not drawn)	-2.2
CC(O)(c1cccc(F)c1)c1nc(-c2ccc(Cl)cc2)cs1 (stereo not drawn)	-14.2
CCNC(=O)C1(C)CCN(C(=O)c2cccs2)C1 (stereo not drawn)	6.3
CCOC(=O)c1ccc(Cl)c(NC(=O)c2cccnc2)c1	2.8
CC(C)c1ccc(/C=C/C(=O)Nc2nn[nH]n2)cc1	-5.1

New compounds follow
SMILES	NSD2 HMT inh
CCN(CC)c1c2c(nc3ncnn13)CCCC2	0.3
COc1cccc(C(O)c2nc(-c3ccc(Cl)cc3)cs2)c1 (stereo not drawn)	-2.5
COC(=O)CSc1nnc(-c2cc(-c3ccccc3)n[nH]2)n1N	-3.6
CC1=CC(=C2C=CC(=O)C=C2)C=C(C)N1C	2.8
CC1(C(=O)NCc2cccc(Cl)c2)Cc2c(-c3ccc4c(c3)OCO4)ccnc2O1 (stereo not drawn)	0.5
CCN1C(=O)N[C@H]2C[C@H](C(=O)N3CCCC3)[C@H](C)[C@H](c3ccccc3)C[C@H]21	0.8
CC(=O)Nc1ccc(C(=O)N2CCCCC2c2cc(C(=O)NC(C)C)no2)cc1 (stereo not drawn)	0.0
CCn1c(=O)c(-c2nc3ccccc3[nH]2)c(O)c2ccccc21	0.4
CCC(=O)N1CCC1(C)C(=O)Nc1cc(-c2ccccc2)nn1C (stereo not drawn)	7.7
C=CCNc1nc(NCc2ccc(N(C)C)cc2)c2sc(-c3ccccc3)cc2n1	34.4
Cc1noc(C)c1-c1ccc(C(=O)Nc2cccc(C(F)(F)F)c2)c2occc12	-3.5
COc1cc2c(cc1NC(=O)CSc1nnc(-c3cnccn3)n1-c1ccc(C)cc1)oc1ccccc12	3.8
CCOc1cccc(/C=N\NC(=O)c2cnccn2)c1O	-1.3
CC1(C(=O)Nc2ccc(Cl)c(Cl)c2)CCN1C(=O)Cc1cccc2ccccc12 (stereo not drawn)	-1.0
CC(C)CSc1nnc(-c2ccco2)n1C	-0.7
Cc1ccc(S(=O)(=O)N2CCN(C(=O)Cn3nc(C(=O)O)c4ccccc4c3=O)CC2)cc1	-1.4
CC(=O)Nc1cc(-c2cccc(C(=O)N(C)C)c2)cn2c(-c3ccc(F)c(Cl)c3)cnc12	-0.4
CCOc1ccccc1-c1cnc(NC)cn1	-3.1
O=C(NCc1cccc(Cl)c1)C1Cc2c(-c3ccc(Cl)cc3)ccnc2O1 (stereo not drawn)	-0.4
CCCCn1c(=O)[nH]c(=O)c2c1nc(-c1ccc(CC)c([N+](=O)[O-])c1)n2C	11.5
COc1ccc(C(C(=O)N(C)C2CCCC2)N(Cc2ccc(F)cc2)C(=O)c2sccc2Cl)cc1OC (stereo not drawn)	-1.7
Cc1cccnc1C(NC(=O)C1CCN(CCCOc2ccccc2)CC1)c1ccc(F)cc1 (stereo not drawn)	-0.6
CC(=O)Nc1cnc(-c2ccccc2C(F)(F)F)cn1	-1.6
O=C(COC(=O)CNC(=O)C1CCCCC1)Nc1ccccc1	-3.0
CC1(Oc2ccc(Cl)cc2)CCN(Cc2ccc(OC(F)(F)F)cc2)C1 (stereo not drawn)	-0.8

Later entries
SMILES	NSD2 HMT inh
CCN(CC)CCCN1C(=O)C(=O)/C(=C(/O)c2ccc3c(c2)OCCO3)C1c1ccc(C)o1 (stereo not drawn)	15.9
Cc1cc(C)nc(N/N=C/C2=C(O)CC(c3ccccc3)CC2=O)n1 (stereo not drawn)	-0.3
COCCNC(=O)C1(C)CCN(C(=O)c2oc3ccccc3c2C)C1 (stereo not drawn)	1.3
CC(C)COC(=O)N1CCCCC1c1cc(C(=O)N2CCOCC2)no1 (stereo not drawn)	-0.1
CCOC(=O)C1(C)CCN1C(=O)c1cc(OC)c(OC)c(OC)c1 (stereo not drawn)	-1.1
CC1(C(=O)NS(=O)(=O)c2cccc(F)c2)CCN1C(=O)Cc1ccc(Cl)cc1Cl (stereo not drawn)	3.1
CCc1nc2c(OCc3ccccc3)cccn2c1N(C)C(C)=O	-2.7
CNc1cncc(-c2cccc(C(=O)NC3CC3)c2)n1	-15.0
COc1cc2c(cc1[N+](=O)[O-])-c1ccc([N+](=O)[O-])cc1C2	0.1
O=C(NCc1cccc(Cl)c1)c1ccc(-c2ccc(F)c(F)c2)c2ccoc12	1.6
CC(C)N(C)c1ncnc2c1ncn2[C@H]1CN(Cc2ccc(-c3ccccc3)cc2)C[C@@H](CO)O1	3.4
O=C(Nc1ccc(F)cc1)OCc1cn(Cc2cc(F)ccc2F)nn1	-2.2
COc1ccc(C(NC(=O)C2CCN(CCCOc3ccccc3)CC2)c2cccs2)cc1 (stereo not drawn)	-2.4
CCCC(=O)N1CCC1(C)C(=O)Nc1ccc(C)cc1 (stereo not drawn)	-4.6
CC(C)c1[nH]nc2c1C(c1ccccc1)N(c1ccccc1)C2=O (stereo not drawn)	0.6
O=C(NCc1ccccc1)C(c1ccco1)N1CCN(CCN2CCOCC2)CC1 (stereo not drawn)	4.3
O=C(NCc1ccco1)C1CCCN(S(=O)(=O)c2ccccc2[N+](=O)[O-])C1 (stereo not drawn)	-1.5
O=C(OCC#CCSc1nnc(-c2cccc3ncccc23)o1)c1ccc(F)cc1	-3.5
CN1CCN(c2ncnc3c2ncn3[C@H]2CN(Cc3ccc(-c4ccccc4)cc3)C[C@@H](CO)O2)CC1	5.7
NC1=NC2(CS1)CSC(N)=N2	-2.7
CC(c1ccccc1)n1cc(C(=O)NCCCN2CCCC2)nn1 (stereo not drawn)	-5.0
O=C(NCC1CC1)c1ccc2nc([C@@H]3O[C@H](CO)[C@H](O)[C@H](O)[C@H]3O)[nH]c2c1	-2.5
CC(O)(c1ccncc1)c1nc(-c2cccc(C(F)(F)F)c2)cs1 (stereo not drawn)	-2.3
CC1(C(=O)NCCCN2CCCC2=O)CCN1CCc1ccccc1 (stereo not drawn)	2.2
Cc1ccc(OCCCC(=O)NCc2ccco2)c(C)c1	4.0

(listing goes on)
SMILES	NSD2 HMT inh
CCOc1ccc(Cl)cc1-c1cc(C(=O)NC2CCCCC2)[nH]n1	-1.1
CC1(C(=O)Nc2ccc3c(c2)OCO3)CCN1C(=O)CC1CC1 (stereo not drawn)	-1.7
C=CCn1c(Cc2cccs2)nnc1SCC(=O)Nc1cccc2ccccc12	-1.6
CC(C)(C)c1ccc(CNc2nc(-c3ccccn3)nnc2-c2ccccc2)cc1	-1.2
O=[N+]([O-])c1ccc2nc(CNc3nc(N4CCOCC4)nc4c3ncn4-c3ccsc3)[nH]c2c1	-0.9
O=C(Nc1ccc(F)c(Cl)c1)C1Cc2c(-c3cccc(F)c3)ccnc2O1 (stereo not drawn)	3.6
CCC(=O)N1CCC1(C)C(=O)Nc1ccc2c(c1)CCN2C(C)=O (stereo not drawn)	1.6
Cc1ccc(-c2cc(C(=O)NN=Cc3ccc(F)cc3)[nH]n2)cc1C	-7.3
Cc1cccc(C(=O)N2CCC(C)(C(=O)NS(=O)(=O)C3CC3)C2)c1C (stereo not drawn)	-1.8
Cc1[nH]nc(N=Cc2c(O)n(C)c(=O)n(C)c2=O)c1-c1ccccc1	12.7
Cc1ccc(NC(=O)C2(C)CCN2C(C)C)cc1C (stereo not drawn)	-0.4
CCn1c(=O)n(CC(=O)N2CCOCC2)c(=O)c2ccccc21	-0.9
O=C(Nc1nnc([C@H]2C[C@H](O)[C@@H](CO)O2)s1)c1cccc(Cl)c1	-6.1
CCc1nc2c(OCC(=O)c3ccc(Cl)cc3Cl)cccn2c1N(C=O)Cc1ccccc1	-0.2
Cc1ccc(CN2CCC2(C)C(=O)NC(C)C)cc1 (stereo not drawn)	1.5
COc1ccc(C(O)c2nc(-c3cnc4ccccc4c3)cs2)cc1 (stereo not drawn)	-1.3
O=C1C(c2ccccc2)CN1Cc1ccccc1 (stereo not drawn)	-2.2
CC1(C(=O)NS(=O)(=O)c2ccc(Br)cc2)CCN1C(=O)CCc1cccs1 (stereo not drawn)	6.5
CC(C)NC(=O)C1(C)CCCN1Cc1csc2ccccc12 (stereo not drawn)	-0.3
O=C(CNC(=O)/C=C/c1ccccc1)N=Nc1c(O)n(Cc2ccccc2)c2ccccc12	0.8

6 compounds out of the list above, arranged by the value under NSD2 HMT inh, falling:
molecule	NSD2 HMT inh
CCN(CC)CCCN1C(=O)C(=O)/C(=C(/O)c2ccc3c(c2)OCCO3)C1c1ccc(C)o1 (stereo not drawn)	15.9
COc1cc2c(cc1[N+](=O)[O-])-c1ccc([N+](=O)[O-])cc1C2	0.1
CC(C)CSc1nnc(-c2ccco2)n1C	-0.7
CC1(C(=O)Nc2ccc3c(c2)OCO3)CCN1C(=O)CC1CC1 (stereo not drawn)	-1.7
Cc1ccc(-c2nnc3n2N=C(c2ccc4ccccc4c2)CS3)cc1	-3.4
C=C(C)CSc1nc2sc(C)c(C)c2c(=O)n1C	-3.5

Another view of 2 compounds above.
mol,NSD2 HMT inh
O=C(Nc1ccc(F)c(Cl)c1)C1Cc2c(-c3cccc(F)c3)ccnc2O1 (stereo not drawn),3.6
Cc1cccc(C(=O)N2CCC(C)(C(=O)NS(=O)(=O)C3CC3)C2)c1C (stereo not drawn),-1.8
